Source: PubChem
Peg3 promoter: reduces Peg3 promoter-driven luciferase expression in HeLa. inhibition, % at 20 µM. HeLa PEG-Prom luciferase reporter, luminescence, overnight. AID 588405. actives 1.7% (n = 360,000);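 active = inhibition of at least 50% at 20 µM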
MITF TRPM1 inh: MITF TRPM1 promoter inhibition in SK-MEL-5 cells; SK-MEL-5 TRPM1 promoter luciferase, 24 h; actives 0.83% (n = 330,000); inhibition, % at 12.5 µM;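 active = mean inhibition across replicates of 60% or more, whatever share of single replicates reaches that level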; note: values of inactives mirror those of a sister screen read the other way
HIF-2a inh: inhibitors of HIF-2a; 786-0 RCC cells HIF-2a reporter, luciferase luminescence, overnight; inhibition, % at 18.8 µM; actives 0.72% (n = 360,000);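 active = inhibition of the luminescence signal of 40% or more relative to plate controls, in a single-dose primary screen at 18.75 µM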
NR2E3 ag-1: agonists of human NR2E3 nuclear receptor; Q9Y5X4; CHO-S Gal4-NCOR/VP16-NR2E3 two-hybrid, luciferase; inhibition of corepressor binding, % at 3.98 µM; actives 0.35% (n = 360,000); AID 602229;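 active = inhibition above the mean of all tested compounds plus 3 SD, cut at about 70% in these data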;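 note: 0% = DMSO with NR2E3 transfected cells and 100% = cells lacking NR2E3 construct; higher means lower luciferase signal from less NR2E3 corepressor binding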
Target sequence (Q9Y5X4 whole entry, looked up, the tested form may be a part): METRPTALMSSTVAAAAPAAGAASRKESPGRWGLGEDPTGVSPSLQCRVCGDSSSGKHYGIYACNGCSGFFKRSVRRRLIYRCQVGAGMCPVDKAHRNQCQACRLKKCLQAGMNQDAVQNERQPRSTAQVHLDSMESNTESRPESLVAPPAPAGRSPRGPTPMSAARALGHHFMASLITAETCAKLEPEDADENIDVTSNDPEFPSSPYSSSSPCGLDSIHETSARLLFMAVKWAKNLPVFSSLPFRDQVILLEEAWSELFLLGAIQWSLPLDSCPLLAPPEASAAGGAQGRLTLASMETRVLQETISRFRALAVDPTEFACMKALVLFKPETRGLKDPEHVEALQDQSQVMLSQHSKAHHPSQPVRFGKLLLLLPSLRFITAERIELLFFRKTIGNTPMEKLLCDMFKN
NR2E3 ag-2: NR2E3 (human) agonism | AID 2300 | inhibition of corepressor binding, % at 4.78 µM | GST-NR2E3/biotin-RetCOR TR-FRET, 1536-well | actives 0.12% (n = 320,000) | Q9Y5X4;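 active = percent inhibition above the cutoff of mean plus 3 SD of all tested compounds, set per screening campaign, cut at about 20% in these data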;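 note: 0% = DMSO wells and 100% = biotin wells as full block of FRET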
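Material: NR2E3–RetCOR corepressor complex | Quantity: 1.35 nM GST-tagged NR2E3 final | Schedule: 5 h at 4 °C | Replication: Singlicate compound wells | Reagent: RetCOR corepressor, biotinylated, 7 nM | Controls: Biotin wells as high control, 0.6% DMSO wells as low control | Signal: TR-FRET, Eu(K)-anti-GST donor, streptavidin-D2 acceptor, ex 340, em 617/671 nm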
CF NFkB inh: blocks PAF-induced NF-kB reporter in cystic fibrosis cells. inhibition, % at 5 µM. KKLEB NF-kB-GFP reporter, GFP fluorescence overnight. actives 0.86% (n = 360,000);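 active = at least 50% inhibition at 5 µM, scaled per plate between neutral and stimulator controls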;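 note: PAF is a Pseudomonas aeruginosa culture filtrate used as stimulus; plate controls were PAF-stimulated DMSO wells for no effect and unstimulated DMSO wells for full effect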
iPSC survival up: hiPSC single-cell survival enhancement. ATPlite luminescence; 100% = ROCK inhibitor wells, 0% = DMSO. survival enhancement, % at 20 µM. actives 0.044% (n = 360,000). AID 602274; in the data active = survival enhancement above about 18%;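 note: cells exposed to compounds for 16 hours before the ATP read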
KKLEB cytotox: counter-screen for CF NF-kB inhibitors: cytotoxicity. KKLEB CF airway cells viability, ATPlite luminescence, overnight; active compounds read low; cells stimulated with P. aeruginosa culture filtrate. activity change (cytotoxicity), % at 5 µM. actives 0.36% (n = 360,000);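 active = corrected activity change at or below -50% at 5 µM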
LMP1 NFkB inh: inhibitors of Epstein-Barr LMP1-induced NF-kappaB reporter. LMP1-induced NF-kappaB luciferase reporter cells, luminescence. inhibition, % at 12.5 µM. actives 0.69% (n = 350,000). AID 504558; in the data active = inhibition above about 41%;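 note: 0% = neutral control wells and 100% = reference inhibitor control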
TRAIL sens C8: caspase-8 TRAIL sensitization | NB7+C8 cells + TRAIL, ATPlite viability luminescence | inhibition (viability loss, TRAIL sensitization), % at 10 µM | actives 1% (n = 360,000) | AID 624354;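 active = compounds causing at least 50% loss of cell viability in the single-dose screen, relative to plate controls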
Shn3 inh set2: inhibitors of Schnurri-3 3'UTR reporter in osteoblasts | Clone20 osteoblast Shn3 3'UTR firefly luciferase, 24 h | inhibition, % at 12.5 µM | actives 0.52% (n = 360,000) | AID 588674;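 active = mean inhibition of at least 75% with every replicate also reaching 75%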;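 note: 0% = median of neutral control wells and 100% = pilot-screen positive control compound; some compounds past the cut are filed as inactive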
* marks the source's active call; other numbers are inactive results; / = not tested or not shown. These rows are one share of the data; count on the stated rates, not on these rows.

Values run as follows: LMP1 NFkB inh | HIF-2a inh | NR2E3 ag-1 | Shn3 inh set2 | MITF TRPM1 inh | TRAIL sens C8 | NR2E3 ag-2 | KKLEB cytotox | iPSC survival up | CF NFkB inh | Peg3 promoter
C=CCSc1nsc(NC(=O)Nc2ccc(F)cc2)n1
  32.3 | -187.1 | 93.4* | 55.0 | 34.6 | 37.1 | 4.3 | -38.2 | -0.1 | 44.2 | -71.5
CN(C)c1ccc(-c2ccnc3c2CC(C)(C(=O)NCCC(F)(F)F)O3)cc1 (configuration not stated)
  / | 3.7 | -19.0 | 4.2 | / | 0.1 | / | 0.2 | -2.1 | -14.3 | 13.8
O=C(Nc1nc2c(s1)CCc1ccccc1-2)c1cccs1
  -28.6 | -270.9 | -107.4 | -36.6 | -25.6 | -3.0 | -0.1 | 21.0 | 1.4 | -32.3 | -214.0
O=C(/C=C/c1ccc(F)cc1)c1cc(Br)ccc1O
  2.0 | -111.7 | -77.8 | -57.1 | -2.6 | 16.4 | -0.7 | -6.5 | 0.9 | 11.6 | -35.5
O=C(c1ccco1)N1C(=O)c2cccc3c(S(=O)(=O)N4CCCC4)ccc1c23
  4.6 | 17.4 | -0.8 | 5.1 | 8.4 | -6.6 | 0.1 | 12.6 | -3.2 | -25.4 | 14.4
CN(C)CCCOC(=O)c1ccc(Cl)cc1Cl
  -5.6 | 3.4 | -19.6 | 10.6 | -8.5 | -10.4 | -2.0 | 4.1 | -1.4 | 14.9 | -24.2
Cc1ccc(-n2c(SCC(=O)N3CCOCC3)nc(O)c(Cc3ccccc3)c2=O)cc1
  -3.1 | 10.3 | -0.3 | 1.2 | 0.8 | 4.7 | 2.6 | 0.6 | 0.4 | 7.2 | 8.9
Cn1c(=O)c2c(nc(Br)n2Cc2ccccc2Cl)n(C)c1=O
  -4.8 | 0.7 | -26.6 | 15.3 | 10.0 | -13.8 | 4.2 | -1.9 | 1.3 | 9.2 | -10.3
Cc1ccc(NC(=O)CSCC(=O)NC2=NCCS2)cc1
  -0.2 | 0.7 | -1.5 | 8.5 | -5.0 | -6.2 | 3.2 | 12.8 | -0.7 | -21.5 | 1.8
COc1ccccc1C(CNC(=O)COc1cc(C)ccc1Cl)N1CCCC1 (configuration not stated)
  -0.2 | 11.7 | -5.5 | -9.4 | 1.2 | -15.8 | 1.2 | 31.6 | -0.4 | -15.8 | -8.1
O=C(COc1cccc(C(F)(F)F)c1)NCC(c1cccs1)N1CCOCC1 (configuration not stated)
  -0.4 | 7.5 | -10.5 | 14.9 | 4.2 | -1.2 | -1.1 | -12.7 | -0.5 | 34.0 | 13.5
O=C1CC2(CCCC2)Oc2ccc(Cl)cc21
  1.5 | -3.0 | -31.1 | -0.3 | -4.4 | -0.3 | 0.7 | 1.9 | -1.8 | 0.7 | 11.9
COc1ccc(S(=O)(=O)NC2CCCCC2)c(C)c1C
  2.4 | 13.8 | -9.1 | 6.8 | 1.3 | 1.2 | -2.0 | -3.2 | -1.1 | 12.6 | 12.6
COc1ccccc1N1CCN(C(=O)c2cccc(S(=O)(=O)N3c4ccccc4CC3C)c2)CC1 (configuration not stated)
  8.5 | 11.2 | 24.4 | 39.5 | 7.0 | 33.1 | / | -7.0 | -4.7 | 38.0 | 78.0*
COc1cccc(NC(=S)NCc2ccccn2)c1
  -10.8 | -168.1 | -82.2 | -49.9 | -16.0 | 14.3 | -3.5 | 2.9 | 0.9 | 23.5 | -150.5
COc1ccc(N2C(C)=CS/C2=C(/C#N)c2nnc(N3CCOCC3)n2-c2ccccc2)cc1
  5.0 | -11.0 | 5.1 | 6.0 | 0.3 | -51.2 | 1.9 | -1.3 | -0.5 | -2.7 | 17.8
Cc1sc2ncnc(NCCCN3CCCC3=O)c2c1C
  2.5 | 11.8 | -1.5 | 29.4 | 12.0 | 0.2 | 2.0 | -10.7 | 2.0 | 10.0 | 1.4
O=C(NCCc1c[nH]c2ccccc12)c1c(Cl)nc2sccn12
  6.4 | -72.8 | -23.8 | -6.8 | -19.3 | -6.3 | 1.9 | 0.9 | 7.0 | -6.0 | -62.2
CC(=O)NC1(C(F)(F)F)C(=O)Nc2c1c(=O)[nH]c(=O)n2CC(C)C (configuration not stated)
  -6.3 | 18.4 | -1.4 | -13.4 | -1.9 | -10.5 | -0.5 | -3.8 | -0.1 | 8.0 | 11.1
CC1(C)CC(=O)C(CS(=O)(=O)c2ccccc2)=C(O)C1
  5.0 | -0.8 | -17.0 | -0.9 | -3.0 | -1.5 | 2.4 | 5.8 | 1.0 | -4.9 | -13.2
COc1cc2c(cc1OC)CN(Cc1cc(OC)c3c(c1)OCO3)CC2
  4.4 | 6.8 | -3.9 | 22.5 | 14.9 | -11.5 | -0.1 | -4.6 | -0.6 | -13.9 | 6.7
CC1=C(C(=O)N(C(C)C)C(C)C)CC(CC(=O)NC2CCCCC2)C(=O)N1CCCN1CCCC1=O (configuration not stated)
  / | 3.6 | -12.7 | 11.6 | / | -2.8 | / | 0.2 | 5.6 | -13.8 | -5.8
COc1ccc(C(=O)CSc2nc(N)nc(SC)c2C#N)cc1
  -8.1 | 8.6 | -4.4 | -17.4 | -9.2 | -8.3 | 3.4 | 9.5 | 0.8 | -7.7 | -3.5
CCOC(=O)c1nnn(-c2nonc2N)c1CSc1ccc(C)cc1
  -15.6 | 17.5 | -20.1 | 16.3 | 3.0 | -5.9 | 0.7 | -6.5 | -2.8 | 8.5 | 20.1
c1cncc(CNc2c3c(nc4nnnn24)CCCC3)c1
  -9.6 | 8.8 | -17.8 | 4.6 | 11.5 | 1.7 | -1.3 | 1.1 | -0.2 | -0.9 | -17.9
COc1ccc(C2CC(c3ccccc3)=NN2S(=O)(=O)c2ccccc2)cc1 (configuration not stated)
  -1.6 | -51.7 | -15.2 | / | 11.0 | 3.2 | 1.2 | -27.1 | -0.2 | -8.2 | -8.0
CCN(CC)C(=O)C1CCCN(C(=S)Nc2cccc3ccccc23)C1 (configuration not stated)
  5.1 | 15.7 | -28.2 | 28.2 | 10.5 | 0.0 | 2.7 | -3.8 | -0.4 | 2.5 | 7.1
Cc1nc2ccccc2c(=O)n1/N=C/c1ccccn1
  -7.4 | -55.5 | -23.4 | -16.6 | -1.5 | -6.7 | -0.7 | 21.0 | -1.8 | -7.7 | -10.2
Nc1cc(=O)[nH]c(SCC(=O)N2CCCCC2)n1
  -8.2 | 6.3 | -1.9 | 3.0 | 3.3 | 9.6 | -2.7 | -2.6 | 2.5 | 4.1 | -6.0
COc1ccc(CN2C(=O)C(CC(=O)NC(c3ccccc3)c3ccccc3)CC(C(=O)N(C)C)=C2C)cc1 (configuration not stated)
  1.0 | -9.4 | -15.3 | 0.3 | / | -8.1 | / | 0.1 | -2.0 | -16.0 | -13.0
COc1ccc(-n2c(O)c(/C=N/NS(=O)(=O)c3cccc([N+](=O)[O-])c3)c3ccccc3c2=O)cc1OC
  5.5 | 20.2 | -30.9 | 11.6 | 10.3 | -3.5 | 4.5 | -1.4 | 0.2 | -6.1 | -6.6
N=C(N)c1ccc(O)cc1
  5.9 | 15.3 | 14.9 | -6.9 | 2.0 | 4.0 | -7.6 | -1.8 | -2.9 | -6.5 | 1.9
Cc1cccc(NCC(=O)N/N=C\c2cccc(Oc3ccccc3)c2)c1
  -27.2 | 2.6 | -19.9 | 15.2 | 16.3 | 11.0 | 3.9 | -0.2 | 1.1 | 8.4 | 25.0
Cc1ccc(CN2CCNC(=O)C2CC(=O)O)o1 (configuration not stated)
  -12.2 | -1.0 | -4.6 | -3.3 | 7.6 | -7.7 | 0.4 | -9.2 | 3.0 | -3.8 | 5.3
CC(Oc1ccc(Cl)cc1Cl)c1ccnc(N)n1 (configuration not stated)
  -3.9 | -3.9 | 0.9 | 13.4 | -13.5 | 0.1 | -1.8 | -0.1 | -1.1 | 24.1 | -6.8
CC(=O)c1ccc(NC(=O)CN2C(=O)NC(C)(c3ccc4c(c3)OCCO4)C2=O)cc1 (configuration not stated)
  -0.8 | 12.4 | 4.0 | 45.2 | -3.9 | -24.8 | 1.8 | -9.6 | -0.5 | -20.9 | 6.8
Cc1ccc(OCC(=O)Nc2ccc(NC(=O)c3cccs3)cc2)c(C)c1
  -0.5 | 3.5 | -4.8 | 25.0 | 27.8 | -0.9 | 3.7 | -0.7 | 0.3 | 15.9 | 36.0
COC(=O)c1ccc(OC)c(OC)c1Cl
  -1.3 | 17.4 | -19.0 | 1.8 | -9.0 | -10.3 | -0.4 | -1.9 | -0.8 | 12.4 | 9.7
O=C(O)Cc1ccc(NCc2ccccc2Cl)cc1
  -1.4 | 21.1 | -41.6 | -22.2 | -1.8 | 8.5 | -1.6 | 7.8 | -0.6 | -14.4 | -84.7
Cc1nccn1CC(=O)N/N=C/c1cccs1
  -0.7 | 12.3 | -9.1 | -12.8 | -7.1 | 13.2 | -3.1 | -15.9 | -0.7 | 8.0 | 0.1
O=C(CSc1n[nH]c(-c2ccccn2)n1)Nc1cccc(Cl)c1
  37.1 | 2.0 | -6.2 | 92.3* | 33.5 | 15.6 | 0.9 | -0.1 | -0.4 | 22.6 | 38.0
Cc1ccc(-c2cn3nc(-c4ccccc4)c(-c4ccccc4)nc3n2)cc1
  / | -97.0 | -1.2 | / | / | 6.5 | 0.7 | -6.8 | 0.2 | 5.3 | -80.8
COc1cccc(/C=C2\SC(=S)N(CCCC(=O)N3CCCC3)C2=O)c1
  -9.1 | 16.8 | -14.4 | -48.1 | 8.0 | 8.5 | -9.2 | -13.6 | -0.4 | 14.1 | 5.1
CCOC(=O)Cc1csc(NC(=O)CSc2nnc(-c3ccncc3)n2Cc2ccco2)n1
  2.9 | 6.8 | -27.1 | -4.4 | -19.6 | 0.1 | 4.1 | -8.5 | 1.1 | 14.8 | -0.6
CC1=NNC(=O)C1CCC(=O)N/N=C/c1ccccc1 (configuration not stated)
  -4.3 | 9.5 | -5.2 | -1.0 | -6.5 | -1.0 | -3.6 | 7.0 | 1.5 | -8.5 | 16.4
COCCCn1c(SCC(=O)N2CCCC2=O)nc2ccccc2c1=O
  0.6 | 9.8 | 5.1 | -7.4 | / | 5.2 | / | -7.3 | -0.6 | 7.6 | 4.2

Two of the compounds above, field by field.
> COc1ccccc1C(CNC(=O)COc1cc(C)ccc1Cl)N1CCCC1 (configuration not stated)
  LMP1 NFkB inh: -0.2
  HIF-2a inh: 11.7
  NR2E3 ag-1: -5.5
  Shn3 inh set2: -9.4
  MITF TRPM1 inh: 1.2
  TRAIL sens C8: -15.8
  NR2E3 ag-2: 1.2
  KKLEB cytotox: 31.6
  iPSC survival up: -0.4
  CF NFkB inh: -15.8
  Peg3 promoter: -8.1
> O=C(COc1cccc(C(F)(F)F)c1)NCC(c1cccs1)N1CCOCC1 (configuration not stated)
  LMP1 NFkB inh: -0.4
  HIF-2a inh: 7.5
  NR2E3 ag-1: -10.5
  Shn3 inh set2: 14.9
  MITF TRPM1 inh: 4.2
  TRAIL sens C8: -1.2
  NR2E3 ag-2: -1.1
  KKLEB cytotox: -12.7
  iPSC survival up: -0.5
  CF NFkB inh: 34.0
  Peg3 promoter: 13.5
